Cdc25B block = human M-phase inducer phosphatase 2 inhibition; inhibition, %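 (compounds tested at 10 µM final in the well)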; P30305; recombinant Cdc25B, OMFP fluorescence Ex485/Em525; AID 368; 0.1% of 65,000 active; in the data active = inhibition above about 50%
CatB mixtures = inhibitors of human cathepsin B in compound mixtures; Purified cathepsin B, AMC dipeptide fluorescence; inhibition, %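 (ten-compound pools at 5 µM per compound and 50 µM total)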; AID 488; 0.06% of 62,000 active; P07858; in the data active = inhibition above about 22%, passing the limit was not always enough;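 also: 0% = enzyme without compound and 100% = no enzyme blank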
Ecoli tolC = growth inhibitors of E. coli BW25113 tolC mutant; 2.2% of 65,000 active; OD615; growth inhibition, % at 10 µM (by protocol); AID 573;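 active = growth inhibition at or above a cutoff equal to the mean over every tested compound plus 3 SD, cut at about 60% in these data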;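 also: growth measured after 20 h incubation at 37 °C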
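Test system: tolC-deleted E. coli BW25113 | Medium: LB with kanamycin 50 µg/mL | Compound dosing: Single concentration, 10 µM final per compound | Schedule: 37 °C, 20 h exposure | Measured by: OD at 615 nm | Evaluation: Percent growth inhibition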
Hsp90 inh = displaces geldanamycin probe from tumor Hsp90 | P07900 | AID 429 | NCI-N417 lysate Hsp90, Cy3B-geldanamycin FP displacement | 0.35% of 64,000 active | inhibition, % at 30 µM;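 active = inhibition above 50%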;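 also: 0% = tracer plus lysate wells and 100% = tracer alone without lysate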
CatB block = blocks human cathepsin B protease activity | inhibition, %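 (tested at 10 µM)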 | P07858 | AID 453 | 0.1% of 63,000 active | purified cathepsin B, fluorogenic substrate, fluorescence; in the data active = inhibition above about 21%;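 also: 0% = enzyme with no compound and 100% = no enzyme blank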
DUSP1 inh = human dual specificity phosphatase 1 inhibition; AID 374; inhibition, %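 (compounds tested at a single concentration somewhere between 10 and 100 µM)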; recombinant MKP-1, OMFP hydrolysis fluorescence; 0.15% of 65,000 active;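 active = inhibition above about 50%, limit read from the data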;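 also: 0% = DMSO max control wells and 100% = wells with enzyme stopped by NaOH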
Target sequence (P28562 whole entry, looked up): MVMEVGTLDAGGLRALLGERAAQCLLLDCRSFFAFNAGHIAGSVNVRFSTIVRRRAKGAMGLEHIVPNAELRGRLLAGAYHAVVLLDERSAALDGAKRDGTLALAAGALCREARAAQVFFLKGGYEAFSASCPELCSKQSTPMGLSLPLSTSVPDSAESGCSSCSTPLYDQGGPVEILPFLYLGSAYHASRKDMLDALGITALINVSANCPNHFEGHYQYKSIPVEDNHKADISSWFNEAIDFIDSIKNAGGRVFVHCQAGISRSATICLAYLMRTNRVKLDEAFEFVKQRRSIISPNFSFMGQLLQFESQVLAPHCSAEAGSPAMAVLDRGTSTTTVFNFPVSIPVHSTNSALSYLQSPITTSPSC
D1 mod = allosterically modulates the human D1 dopamine receptor | 5.9% of 58,000 active | P21728 | HEK293 D1, CRE-luciferase, dopamine EC30 potentiation; actives deviate in either direction | B-score at 10 µM;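 active = luminescence count or its row- and column-corrected plate score outside the 99.7% band of the plate's sample wells, on either side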
Target sequence (P21728 whole entry, looked up): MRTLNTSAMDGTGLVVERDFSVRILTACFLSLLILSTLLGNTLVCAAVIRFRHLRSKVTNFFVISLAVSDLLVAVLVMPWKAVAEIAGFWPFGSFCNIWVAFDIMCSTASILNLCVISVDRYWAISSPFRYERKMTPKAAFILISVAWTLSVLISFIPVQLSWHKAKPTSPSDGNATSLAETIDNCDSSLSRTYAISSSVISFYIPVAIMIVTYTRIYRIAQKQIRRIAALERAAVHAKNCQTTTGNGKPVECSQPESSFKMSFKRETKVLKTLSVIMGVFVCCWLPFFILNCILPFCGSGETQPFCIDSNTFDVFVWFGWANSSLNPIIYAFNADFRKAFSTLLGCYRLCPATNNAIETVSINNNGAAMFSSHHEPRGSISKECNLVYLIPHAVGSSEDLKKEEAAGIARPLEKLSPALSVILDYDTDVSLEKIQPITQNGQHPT
E coli RNAP = Escherichia coli RNA polymerase inhibition; AID 559; 0.2% of 62,000 active; P0A8V2; inhibition, %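 (tested at 10 µM)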; E. coli RNA polymerase, fluorescence transcription assay; in the data active = inhibition above about 20%;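 also: 0% = enzyme without compound and 100% = no enzyme blank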
AP complement = orthogonal test for alternative complement pathway inhibitors; Human serum alternative complement pathway, LPS-coated ELISA, C3 deposition; tested in compound mixtures; inhibition, % at 5 µM; 0.08% of 62,000 active;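 active = inhibition above 30% in each of the two pooled mixtures holding the compound, so the lower value exceeds 30%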;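 also: 0% = serum in Mg-EGTA without compound and 100% = EDTA serum blank; some compounds past the cut are filed as inactive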
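Test system: human serum complement alternative pathway, C3 deposition onto LPS / Medium: Mg2+-EGTA GVB++ buffer containing human serum at 1:15 dilution / Probe or stimulus: Plate-bound LPS / Times: 1 h at 37 °C / Signal: ELISA with HRP anti-human C3 antibody, TMB substrate, absorbance 450 nm / Measure: percent inhibition / Repeats: two pool placements per compound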
* hit, by the source's call. Compounds as they come. About 7.6% of those tested had a hit in this group.

For COc1cccc(N2CC(C(=O)Nc3ccc(C(=O)OC(C)C)cc3)CC2=O)c1 (stereo not drawn) the results were Cdc25B block -5, CatB mixtures -1, Ecoli tolC 62*, Hsp90 inh -4, CatB block 3, DUSP1 inh 17, D1 mod 0.57, E coli RNAP 1 and AP complement -1.
CCOC(=O)c1cccc(NC(=O)CSc2nnc(-c3ccoc3C)n2CCOC)c1 was read as Cdc25B block 2, CatB mixtures -3, Ecoli tolC 4, Hsp90 inh -3, CatB block -1, DUSP1 inh -5, D1 mod 0.63, E coli RNAP -2 and AP complement 15.
`Cc1ccc(N(C(C)C(=O)Nc2ccc(S(=O)(=O)N3CCOCC3)cc2)S(C)(=O)=O)cc1` (stereo not drawn) gave Cdc25B block 0, CatB mixtures 5, Ecoli tolC 1, Hsp90 inh -7, CatB block 4, DUSP1 inh 10, D1 mod -0.72, E coli RNAP 4 and AP complement 2.
For CN1CC(=O)NC1=NC(=O)c1cc(F)c(F)cc1Cl the results were Cdc25B block -24, CatB mixtures -1, Ecoli tolC -8, Hsp90 inh -1, CatB block 1, DUSP1 inh 23, D1 mod -0.67, E coli RNAP 4 and AP complement -1.
Screening COc1ccc(NC(=O)N(CCC(C)C)C(C)c2ccccn2)c(OC)c1 (stereo not drawn) returned Cdc25B block -5, CatB mixtures 5, Ecoli tolC 15, Hsp90 inh 0, CatB block -6, DUSP1 inh 4, D1 mod 0.35, E coli RNAP 0 and AP complement 13.
Screening Cc1scc(C(=O)NCc2ccco2)c1-c1ccccc1 returned Cdc25B block -3, CatB mixtures -3, Ecoli tolC 11, CatB block 4, DUSP1 inh 23, D1 mod -1.3, E coli RNAP 1 and AP complement 0.
`Cc1onc(-c2ccccc2Cl)c1C(=O)NCCN1CCOCC1` gave Cdc25B block -10, CatB mixtures 3, Ecoli tolC -20, Hsp90 inh 0, CatB block 2, DUSP1 inh -5, D1 mod -0.32, E coli RNAP 3 and AP complement 13.
`CCOC(=O)C1=C(C)N=C2SC(C)C(=O)N2C1c1ccc(C(=O)OC)cc1` (stereo not drawn) gave Cdc25B block -11, Ecoli tolC 17, Hsp90 inh 0, CatB block 4, DUSP1 inh -31, D1 mod 2 and E coli RNAP 11.
For CCc1nnc(NC(=O)C2CCCN(c3nc(C)cc(C)n3)C2)s1 (stereo not drawn) the results were Cdc25B block -17, CatB mixtures -3, Ecoli tolC -7, Hsp90 inh -3, CatB block 1, DUSP1 inh -6, D1 mod 1.1, E coli RNAP 5 and AP complement -2.
Screening CCOC(=O)CNC(=O)CSc1nnc(Cn2c(=O)sc3ccccc32)n1-c1ccccc1C returned Cdc25B block -8, CatB mixtures 5, Ecoli tolC -5, Hsp90 inh -4, CatB block 3, DUSP1 inh 18, D1 mod 0.34, E coli RNAP 4 and AP complement 8.
For CC(=O)N(CC(=O)Nc1nn(-c2ccccc2)nc1C(N)=O)Cc1ccccc1 the results were Cdc25B block 16, CatB mixtures 3, Ecoli tolC -16, Hsp90 inh -1, CatB block 1, DUSP1 inh 5, D1 mod 0.8, E coli RNAP -1 and AP complement 18.
Screening CS(=O)(=O)N1CCN(c2ncccn2)CC1 returned Cdc25B block 3, CatB mixtures -3, Ecoli tolC -13, Hsp90 inh -5, CatB block 1, DUSP1 inh 13, D1 mod 0.23 and AP complement -15.
For CC1CCN(S(=O)(=O)c2ccc(NC(=O)CSc3nnnn3C)cc2)CC1 the results were Cdc25B block -6, CatB mixtures 7, Ecoli tolC -12, Hsp90 inh -1, CatB block -4, DUSP1 inh 1, D1 mod 0.013, E coli RNAP 10 and AP complement -4.
CC1(O)c2ccccc2C(=O)N1Cc1ccccc1 (stereo not drawn) was read as Cdc25B block -4, CatB mixtures -4, Ecoli tolC -22, Hsp90 inh -1, CatB block -1, DUSP1 inh 4, D1 mod -0.0079, E coli RNAP 7 and AP complement 7.
CCOC(=O)NC(NC(=O)OCC)C(=O)c1ccc(F)cc1 was read as Cdc25B block -4, Ecoli tolC -4, Hsp90 inh -1 and DUSP1 inh 25.
Screening CCSc1sccc1C1C(C#N)=C(N)N(c2cccnc2)C2=C1C(=O)CC(C)(C)C2 (stereo not drawn) returned Cdc25B block -11, CatB mixtures -4, Ecoli tolC 24, Hsp90 inh -3, CatB block -2, DUSP1 inh 18, D1 mod 2.4, E coli RNAP 9 and AP complement 0.
Nc1nc(CSc2ccccn2)nc(Nc2ccccc2)n1 was read as Cdc25B block -13, CatB mixtures -11, Ecoli tolC 13, Hsp90 inh -8, CatB block 8, DUSP1 inh 24, D1 mod 3.6*, E coli RNAP -1 and AP complement -15.
For Cc1cc(C)c2[nH]c(=O)c(CN(Cc3ccco3)C(=O)C3CCCO3)cc2c1 (stereo not drawn) the results were Cdc25B block -5, CatB mixtures -1, Ecoli tolC -1, Hsp90 inh -4, CatB block 0, DUSP1 inh 0, D1 mod -0.26, E coli RNAP -3 and AP complement -4.
Screening CCN(CC)C(=O)CSc1nc(O)cc(=O)n1CC returned Cdc25B block -10, CatB mixtures -5, Ecoli tolC -7, Hsp90 inh -4, DUSP1 inh 5, D1 mod 0.51, E coli RNAP -6 and AP complement 14.
Screening c1coc(Cn2c(SCc3nc4ccccc4[nH]3)nnc2-c2cnccn2)c1 returned Cdc25B block 3, CatB mixtures 2, Ecoli tolC -6, Hsp90 inh -6, CatB block -2, DUSP1 inh 17, D1 mod -0.003 and AP complement 9.
`COc1ccc(-c2nnc3sc(-c4ccccn4)nn23)cc1` gave Cdc25B block -8, CatB mixtures 1, Ecoli tolC -5, Hsp90 inh -7, CatB block -1, DUSP1 inh -1, D1 mod 0.25, E coli RNAP 6 and AP complement 1.
For O=C(c1ccco1)N1CCN(C(=O)c2ccc(COc3ccc(F)cc3)o2)CC1 the results were Cdc25B block -7, CatB mixtures 0, Ecoli tolC 2, Hsp90 inh -4, CatB block 2, DUSP1 inh 17, D1 mod 0.29, E coli RNAP 2 and AP complement 14.
For O=c1c2c3c(sc2n(CCN2CCCC2)c(=O)n1Cc1ccco1)CCCCC3 the results were Cdc25B block -2, CatB mixtures 3, Ecoli tolC 29, Hsp90 inh -5, CatB block 0, DUSP1 inh 2, D1 mod 0.084, E coli RNAP 5 and AP complement 12.
`O=C(c1cc(C2CC2)on1)N1CCOCC1` gave Cdc25B block 3, CatB mixtures 2, Ecoli tolC -6, Hsp90 inh -4, CatB block -1, DUSP1 inh 8, D1 mod -0.21, E coli RNAP 3 and AP complement 6.
For O=C(O)CC(CNS(=O)(=O)c1ccccc1)c1ccccc1 (stereo not drawn) the results were Cdc25B block -7, CatB mixtures -1, Ecoli tolC -22, Hsp90 inh 0, CatB block 4, DUSP1 inh 2, D1 mod -0.44, E coli RNAP 8 and AP complement 7.
For CCN(CC)CCOc1cccc(C(C)C)c1 the results were Cdc25B block -3, CatB mixtures 2, Ecoli tolC -15, Hsp90 inh -6, CatB block 1, DUSP1 inh -3, D1 mod -1.2, E coli RNAP 6 and AP complement 3.
Screening O=C(CSc1nncs1)N1c2ccccc2Sc2ccccc21 returned Cdc25B block 5, CatB mixtures 6, Ecoli tolC 2, Hsp90 inh -4, CatB block 10, DUSP1 inh 19, D1 mod 0.22, E coli RNAP 5 and AP complement -9.
CN(C)CC(O)COc1cc2ccccc2cc1C(=O)N1CCCCC1 (stereo not drawn) was read as Cdc25B block 5, CatB mixtures 4, Ecoli tolC -17, Hsp90 inh -5, CatB block -6, DUSP1 inh -13, D1 mod -1.1, E coli RNAP 0 and AP complement 8.
For COc1ccc(Cl)cc1NC(=O)c1ocnc1C the results were Cdc25B block 4, CatB mixtures 3, Ecoli tolC -3, Hsp90 inh -6, CatB block -6, DUSP1 inh 20, D1 mod 0.99, E coli RNAP 6 and AP complement 7.
COc1cccc(Nc2ncccc2C(=O)O)c1 was read as Cdc25B block 0, CatB mixtures 0, Ecoli tolC -5, Hsp90 inh 1, CatB block 1, DUSP1 inh -9, D1 mod 0.98, E coli RNAP -1 and AP complement 14.
`Cn1cc(C(=O)NCN2CCCCC2)c2ccccc21` gave Cdc25B block 2, CatB mixtures 3, Ecoli tolC 12, Hsp90 inh -7, CatB block 1, DUSP1 inh -18, E coli RNAP 10 and AP complement 4.
For Cc1ccc(N(CC(=O)NCC2CCCO2)S(C)(=O)=O)cc1Cl (stereo not drawn) the results were Cdc25B block -11, CatB mixtures -2, Ecoli tolC -28, Hsp90 inh 5, CatB block -2, DUSP1 inh -6, D1 mod -0.0099, E coli RNAP -2 and AP complement 8.
Screening Nc1c(S(=O)(=O)c2cccc(Cl)c2)c2nc3ccccc3nc2n1CCN1CCOCC1 returned Cdc25B block -6, Ecoli tolC 1, Hsp90 inh -1, DUSP1 inh 16 and D1 mod 2.1.
For CCOC(=O)c1ccc(N2C(=O)CC(C3CCCO3)C2=O)cc1 (stereo not drawn) the results were Cdc25B block -12, CatB mixtures 0, Ecoli tolC 12, Hsp90 inh 1, CatB block 12, DUSP1 inh 16, E coli RNAP 2 and AP complement -5.
COC(=O)C1=C(N)Oc2cc(C)n(CC3CCCO3)c(=O)c2C1c1ccccc1 (stereo not drawn) was read as Cdc25B block -8, CatB mixtures 3, Ecoli tolC -4, Hsp90 inh -1, CatB block 1, DUSP1 inh -12, D1 mod -0.36, E coli RNAP -1 and AP complement -8.
`CCC(=O)Nc1ccccc1C(=O)N1CCN(Cc2ccccc2)CC1` gave Cdc25B block -8, CatB mixtures 4, Ecoli tolC -5, Hsp90 inh -5, CatB block 7, DUSP1 inh 3, D1 mod -0.36, E coli RNAP 4 and AP complement 15.
Screening Cn1c(=O)c2c(nc(CN3CCN(c4ccccc4F)CC3)n2CCCc2ccccc2)n(C)c1=O returned Cdc25B block -16, Hsp90 inh -4, DUSP1 inh 17 and D1 mod -0.032.
`CC1CC(C)(C)NCCNC(C)CC(C)(C)NCCN1` (stereo not drawn) gave Cdc25B block 4, CatB mixtures -4, Ecoli tolC -15, Hsp90 inh -4, CatB block 5, DUSP1 inh 3, D1 mod -0.41, E coli RNAP 11 and AP complement 5.

Six entries already listed, sorted by heavy-atom count, high to low.
Screening Cn1c(=O)c2c(nc(CN3CCN(c4ccccc4F)CC3)n2CCCc2ccccc2)n(C)c1=O returned Cdc25B block -16, Hsp90 inh -4, DUSP1 inh 17 and D1 mod -0.032.
COC(=O)C1=C(N)Oc2cc(C)n(CC3CCCO3)c(=O)c2C1c1ccccc1 (stereo not drawn) was read as Cdc25B block -8, CatB mixtures 3, Ecoli tolC -4, Hsp90 inh -1, CatB block 1, DUSP1 inh -12, D1 mod -0.36, E coli RNAP -1 and AP complement -8.
CN(C)CC(O)COc1cc2ccccc2cc1C(=O)N1CCCCC1 (stereo not drawn) was read as Cdc25B block 5, CatB mixtures 4, Ecoli tolC -17, Hsp90 inh -5, CatB block -6, DUSP1 inh -13, D1 mod -1.1, E coli RNAP 0 and AP complement 8.
For COc1ccc(Cl)cc1NC(=O)c1ocnc1C the results were Cdc25B block 4, CatB mixtures 3, Ecoli tolC -3, Hsp90 inh -6, CatB block -6, DUSP1 inh 20, D1 mod 0.99, E coli RNAP 6 and AP complement 7.
For CCN(CC)CCOc1cccc(C(C)C)c1 the results were Cdc25B block -3, CatB mixtures 2, Ecoli tolC -15, Hsp90 inh -6, CatB block 1, DUSP1 inh -3, D1 mod -1.2, E coli RNAP 6 and AP complement 3.
`O=C(c1cc(C2CC2)on1)N1CCOCC1` gave Cdc25B block 3, CatB mixtures 2, Ecoli tolC -6, Hsp90 inh -4, CatB block -1, DUSP1 inh 8, D1 mod -0.21, E coli RNAP 3 and AP complement 6.
